Source: PubChem (several laboratories)
COUP-TFII inh – blocks human COUP-TFII nuclear receptor; P24468; HEK293T NGFI-A luciferase reporter, luminescence; inhibition, % at 8.6 µM; 370,000 compounds, 0.7% hits; AID 686940;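 active means inhibition above a per-plate cutoff, mean inhibition of test wells between control levels plus 3 SD, cut at about 38% in these data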;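 further: cells cotransfected with COUP-TFII expression vector driving the NGFI-A reporter; 0% = median of COUP-TF2 test wells and 100% = reporter-only cells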
SRC2 inh – human SRC2 (NCOA2) inhibition; HEK293 GAL4-SRC2 luciferase reporter, luminescence; AID 651957; inhibition, % at 9 µM; 370,000 compounds, 0.17% hits; Q15596;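 active means inhibition above the mean inhibition of all tested compounds plus 3 SD, set per campaign, cut at about 52% in these data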;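 further: 0% = DMSO treated cells and 100% = cells given Gossypol at 36 µM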
NCOA3 inh – human NCOA3 inhibition | Q9Y6Q9 | HEK293 GAL4-SRC3 luciferase reporter, luminescence | inhibition, % at 3.6 µM | 360,000 compounds, 0.17% hits | AID 588352;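 active means inhibition above a per-campaign cutoff, the mean of all compounds plus 3 SD, cut at about 60% in these data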;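 further: 0% = DMSO-treated cells and 100% = gossypol-treated cells at 36 µM; higher means less SRC3-driven luciferase light from the GAL4 reporter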
NOD2 RIPK2 PPI – NOD2-RIPK2 protein interaction inhibition | O43353 | CHO BLA complementation NOD2-RIPK2, CCF4 ratio | 360,000 compounds, 0.38% hits | inhibition, % at 4.98 µM; in the data active means inhibition above about 21%;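 further: 0% = vehicle only and 100% = reference blocker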
LMP1 NFkB inh – Epstein-Barr LMP1 NF-kappaB reporter inhibition | inhibition, % at 12.5 µM | 350,000 compounds, 0.69% hits | LMP1-induced NF-kappaB luciferase reporter cells, luminescence; in the data active means inhibition above about 41%;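 further: 0% = neutral control wells and 100% = reference inhibitor control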
TWEAK Fn14 block – blocks TWEAK-Fn14 interaction in a reporter cell assay; TWEAK-stimulated Fn14 reporter cells, luciferase luminescence, 8 h; inhibition, % at 10 µM; 360,000 compounds, 2% hits; AID 1159606; in the data active means inhibition above about 50%
LRH-1 inv ag – inverse agonists of human LRH-1 (NR5A2); O00482; HEK293T StAR-luciferase reporter, LRH-1 transfected, 24 h; inhibition, % at 3.6 µM; 360,000 compounds, 0.13% hits; AID 602396;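 active means inhibition above the mean inhibition of all tested compounds plus 3 SD, cut at about 73% in these data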;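 further: 0% = DMSO wells and 100% = reporter-only cells lacking LRH-1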
TROY signal inh – blocks TROY-dependent signaling in reporter cells; Q293 LMP1-TROYcd NF-kB luciferase reporter, 4 h; inhibition, % at 10 µM; 360,000 compounds, 0.98% hits; AID 1347056;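 active means compounds whose plate-normalised and pattern-corrected inhibition of the luciferase reporter signal at the single screening dose is 50% or more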
TLR9-MyD88 inh – blocks human TLR9 binding to MyD88; AID 504734; Q9NR96+Q99836; inhibition, % at 4.98 µM; CHO BLA complementation TLR9-MyD88, CCF4 FRET ratio; 340,000 compounds, 0.21% hits;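 active means inhibition above the mean over all tested compounds plus 3 SD, cut at about 21% in these data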;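 further: 0% = DMSO only wells and 100% = clavulanate BLA inhibitor control wells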
Target sequence (Q99836 whole entry, looked up): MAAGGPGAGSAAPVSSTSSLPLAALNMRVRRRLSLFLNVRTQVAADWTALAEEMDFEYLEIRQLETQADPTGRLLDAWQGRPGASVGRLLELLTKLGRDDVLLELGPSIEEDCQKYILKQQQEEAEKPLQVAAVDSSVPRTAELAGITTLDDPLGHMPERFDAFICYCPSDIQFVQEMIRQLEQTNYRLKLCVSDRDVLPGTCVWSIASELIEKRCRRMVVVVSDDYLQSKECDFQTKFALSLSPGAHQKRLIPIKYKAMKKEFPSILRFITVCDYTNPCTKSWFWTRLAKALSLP
Target sequence (Q9NR96 whole entry, looked up): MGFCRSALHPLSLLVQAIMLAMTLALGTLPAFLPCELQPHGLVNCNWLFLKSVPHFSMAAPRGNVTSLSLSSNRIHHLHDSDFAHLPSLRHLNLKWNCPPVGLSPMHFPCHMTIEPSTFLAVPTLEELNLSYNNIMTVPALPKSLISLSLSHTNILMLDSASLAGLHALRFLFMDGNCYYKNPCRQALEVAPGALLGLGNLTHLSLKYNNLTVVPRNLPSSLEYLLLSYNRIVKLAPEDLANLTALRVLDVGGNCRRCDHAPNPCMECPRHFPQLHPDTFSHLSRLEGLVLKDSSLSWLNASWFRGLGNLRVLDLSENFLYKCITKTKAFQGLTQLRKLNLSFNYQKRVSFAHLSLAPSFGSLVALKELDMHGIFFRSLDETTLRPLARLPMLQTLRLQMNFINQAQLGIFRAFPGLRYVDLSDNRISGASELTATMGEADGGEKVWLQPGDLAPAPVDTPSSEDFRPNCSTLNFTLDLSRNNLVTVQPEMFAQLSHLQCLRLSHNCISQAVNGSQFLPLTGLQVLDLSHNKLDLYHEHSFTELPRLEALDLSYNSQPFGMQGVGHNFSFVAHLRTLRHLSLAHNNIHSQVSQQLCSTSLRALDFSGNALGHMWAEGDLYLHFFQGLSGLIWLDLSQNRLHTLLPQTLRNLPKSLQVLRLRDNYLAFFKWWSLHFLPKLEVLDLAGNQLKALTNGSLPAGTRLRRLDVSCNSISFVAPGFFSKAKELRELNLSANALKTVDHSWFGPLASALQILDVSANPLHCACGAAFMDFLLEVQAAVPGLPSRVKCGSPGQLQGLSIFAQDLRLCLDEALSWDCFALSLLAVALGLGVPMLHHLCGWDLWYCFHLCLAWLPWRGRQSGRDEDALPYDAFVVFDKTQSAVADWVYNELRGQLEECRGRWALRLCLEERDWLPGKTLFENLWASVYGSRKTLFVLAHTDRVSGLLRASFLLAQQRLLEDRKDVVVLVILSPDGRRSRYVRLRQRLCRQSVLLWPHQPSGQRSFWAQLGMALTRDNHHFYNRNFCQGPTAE
NCOA1 inh – inhibitors of human steroid receptor coactivator 1 (SRC1) | Q15788 | HEK293 GAL4-SRC1 luciferase reporter, luminescence | inhibition, % at 3.6 µM | 360,000 compounds, 0.12% hits | AID 588354;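 active means inhibition above the campaign mean plus 3 SD, with each screening campaign given its own cutoff, cut at about 60% in these data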;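 further: 0% = DMSO treated cells and 100% = gossypol at 36 µM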
TRAIL sens C8 – sensitizes caspase-8 expressing cells to TRAIL | NB7+C8 cells + TRAIL, ATPlite viability luminescence | inhibition (viability loss, TRAIL sensitization), % at 10 µM | AID 624354 | 360,000 compounds, 1% hits;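 active means compounds causing at least 50% loss of cell viability in the single-dose screen, relative to plate controls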
* marks the source's active call; other numbers are inactive results; . = no result given.

SMILES	COUP-TFII inh	SRC2 inh	NCOA3 inh	NOD2 RIPK2 PPI	LMP1 NFkB inh	TWEAK Fn14 block	LRH-1 inv ag	TROY signal inh	TLR9-MyD88 inh	NCOA1 inh	TRAIL sens C8
O=C(O)Cn1nc(C(F)(F)F)c2c1CCCC2	13	3	9	-8	-6	6	6	-3	.	-14	24
CCc1nc2c(OCCOc3ccc(F)cc3)cccn2c1N(C)C(=O)c1cccs1	16	-5	4	-5	.	-18	-21	-4	.	-5	-10
CCn1c(COc2cccc(C)c2)nnc1SCC(=O)CC(=O)Nc1ccccc1OC	5	-7	5	-9	-4	16	-7	-2	-6	-5	-11
NC(=O)CSc1nnc2ccc(-c3ccc(Cl)cc3)nn12	-2	11	-6	-5	2	-3	1	-1	3	-28	7
O=C(NC(Nc1ccc(F)cc1)(C(F)(F)F)C(F)(F)F)c1cccnc1	8	3	19	-1	-7	-4	3	0	-2	3	-10
CCOC(=O)CSc1nc(-c2ccccc2)nc2ccc(C)cc12	-1	7	10	-6	1	-4	-2	-11	3	-7	2
Cc1ccc(C)c(Cn2nnc3c(=O)[nH]c(C4CCCN(C(=O)c5cccs5)C4)nc32)c1 (centres undefined)	12	-8	11	-6	1	21	6	5	-5	0	-30
COc1ccc(CCNc2nc(C)c(C(C)=O)s2)cc1OC	.	.	12	-6	-13	18	-11	-10	-5	-5	6
CSc1ccccc1NC(=O)Nc1cccc(Cl)c1Cl	3	-10	-8	-7	-3	-20	-7	-35	-2	-10	7
CN(c1ccc(C(=O)O)cc1)S(=O)(=O)c1ccc(Cl)cc1	-11	0	2	-7	1	5	-12	0	-12	-8	-11
CCCCSCc1[nH]c(=O)[nH]c1C(=O)CCCCC(=O)OCC	-10	-2	2	-1	-12	15	-4	10	1	-14	-28
COc1ccc2[nH]cc(CCNC(=O)/C=C/[C@H]3O[C@@H](n4cnc5c(NC(=O)c6ccccc6)ncnc54)[C@H](O)[C@@H]3O)c2c1	-2	-16	13	-2	.	-32	9	-6	.	-11	0
CCOC(=O)Cc1nnc(NC(=O)C(CC)Sc2nncn2C)s1 (centres undefined)	15	5	1	-10	-4	5	-2	-13	-1	1	3
CCCCCCC=C1CCC(CN2CCCC2)C1=O (centres undefined)	-5	13	9	-36	.	26	2	-8	.	2	9
O=S(=O)(Nc1ccc(N2CCOCC2)nn1)c1ccccc1	6	1	1	8	-2	6	9	7	-5	-20	3
O=C(COc1ccc(F)cc1)N(c1ccccn1)C1CCCCC1	15	13	17	2	7	5	9	17	-1	-53	-14
CCOC(=O)N/N=C1\CC(C)CC(C)(C)C1 (centres undefined)	-10	15	-19	-16	-4	7	-61	-3	2	-5	7
O=C(NCc1ccc(Cl)c(Cl)c1)c1cc(C2CCCCN2C(=O)C2CCCCC2)on1 (centres undefined)	26	0	3	-13	.	27	9	16	.	9	20
O=C(C1CC1)N1N=C(c2ccccc2)CC1(O)C(F)(F)F (centres undefined)	-1	-13	-4	-3	-2	7	3	3	-5	-8	-2
CC1(c2ccccc2)NC(=O)N(CC(=O)Nc2cccc(/C=C/c3ccccn3)c2)C1=O (centres undefined)	-7	-44	-6	3	-7	1	8	-22	-5	10	11
CC(NC(=O)c1cc(-c2cccs2)on1)c1ccccc1 (centres undefined)	5	-31	17	-3	0	-10	-4	-28	2	-2	-18
CN1C(=O)c2ccccc2N(C)C1c1ccccc1Cl (centres undefined)	2	12	13	-11	-2	7	0	1	9	6	-3
O=C(CSc1nnc(CNC(=O)c2ccccc2)o1)NCc1ccccc1Cl	-24	3	8	-12	6	-1	14	16	-4	17	-3
Fc1ccccc1CSc1ncnc2c1ncn2C1CCCCO1 (centres undefined)	-37	-61	-108	-5	-17	16	-126	5	-4	-125	17
CC(O)c1ccc(Oc2cnccn2)cc1 (centres undefined)	0	-3	5	-6	-1	-9	12	-12	10	10	-8
Cc1cc(Cl)ccc1C(=O)C1CCCN(C(=O)CN2CCOC2=O)C1 (centres undefined)	-17	-1	-2	-13	0	9	14	-4	-4	3	6
CCN(Cc1ccncc1)C(=O)CCc1nnc(CCc2ccc(OC)cc2)o1	-28	-12	1	5	-3	-7	-11	-20	-5	8	-3
CCC(=O)Nc1ccc(S(=O)(=O)NC[C@H]2O[C@@H](n3cc(C)c(=O)[nH]c3=O)C[C@@H]2O)cc1	16	-21	-34	15	-12	0	4	0	7	-1	-32
O=C(NCc1ccco1)c1cccc2c(-c3ccc(F)c(F)c3)coc12	-33	-34	-14	-2	.	0	-14	-30	.	-16	3
CC(C)c1cc(C(=O)N2CCCC(CCC(=O)NCc3ccccc3F)C2)n(C)n1 (centres undefined)	28	11	25	4	13	-6	6	-10	-3	1	12
CSc1ccc(/C=N/S(=O)(=O)c2ccccc2)cc1	-4	-14	4	0	6	15	-5	-1	0	-22	2
Cc1ccc(S(=O)(=O)N2CCC(C(=O)Nc3ncccc3O)CC2)cc1	-14	-11	-15	6	1	15	0	3	-1	-5	-1
Cc1ccc(NC(=O)CSc2nncn2-c2ccccn2)cc1Cl	6	-5	14	-10	5	3	-4	12	-5	7	-12
CC12CCC(=O)N1C(C(=O)Nc1ccccc1N1CCCC1)CS2 (centres undefined)	4	8	15	-11	-2	-4	-16	-18	7	-10	24
CCOc1cccc(CN2CCN(CCc3ccccc3)C(CCO)C2)c1O (centres undefined)	0	-6	-6	-7	2	-14	16	16	-5	-8	6
Cc1cc(C(=O)N2CCN(c3ccccn3)CC2)no1	1	2	89*	0	6	12	1	-3	-16	11	-5
CCN1CCN(c2ccc(S(=O)(=O)N3CCCCC3)cc2NC(=O)c2cccc(F)c2)CC1	9	9	-4	2	5	9	9	9	1	-20	1
O=C(Nc1cccc(OC(F)(F)F)c1)C1Cc2c(-c3ccco3)ccnc2O1 (centres undefined)	4	20	1	6	.	-1	-4	23	.	-18	18
CC(=O)Nc1ccc2c(c1)nc1n2CCOC1	2	-12	6	5	-4	-10	-16	0	-2	1	-9
Cc1ccc(S(=O)(=O)N(C)c2ccccc2)cc1	21	3	-22	3	-1	-6	0	-7	1	-3	-8

Whole records as entered above:
Listed for CCC(=O)Nc1ccc(S(=O)(=O)NC[C@H]2O[C@@H](n3cc(C)c(=O)[nH]c3=O)C[C@@H]2O)cc1 : COUP-TFII inh = 16; SRC2 inh = -21; NCOA3 inh = -34; NOD2 RIPK2 PPI = 15; LMP1 NFkB inh = -12; TWEAK Fn14 block = 0; LRH-1 inv ag = 4; TROY signal inh = 0; TLR9-MyD88 inh = 7; NCOA1 inh = -1; TRAIL sens C8 = -32
Listed for CC(C)c1cc(C(=O)N2CCCC(CCC(=O)NCc3ccccc3F)C2)n(C)n1 (centres undefined) : COUP-TFII inh = 28; SRC2 inh = 11; NCOA3 inh = 25; NOD2 RIPK2 PPI = 4; LMP1 NFkB inh = 13; TWEAK Fn14 block = -6; LRH-1 inv ag = 6; TROY signal inh = -10; TLR9-MyD88 inh = -3; NCOA1 inh = 1; TRAIL sens C8 = 12

(list continues)
SMILES	COUP-TFII inh	SRC2 inh	NCOA3 inh	NOD2 RIPK2 PPI	LMP1 NFkB inh	TWEAK Fn14 block	LRH-1 inv ag	TROY signal inh	TLR9-MyD88 inh	NCOA1 inh	TRAIL sens C8
CCc1c(C(=O)NNC(=O)Nc2ccc3c(c2)OCO3)csc1C	-12	-22	-14	2	-4	-14	-64	-19	-14	-21	-20
Nc1ccn([C@@H]2O[C@H](CNCc3ccc(-c4cc(C(F)(F)F)ccc4Cl)o3)[C@@H](O)[C@H]2O)c(=O)n1	-8	1	-3	3	2	-17	-7	-18	15	-8	-16
CCOC(=O)[C@@H]1CSCCS(=O)(=O)N1Cc1ccccc1Br	-2	3	-4	-5	-2	8	14	0	-5	3	3
Cc1cccc(OCCNC(=O)CSc2ccc(C(F)(F)F)cc2[N+](=O)[O-])c1	3	8	6	-3	-4	-5	25	6	5	-7	-4
Cc1nc2c(OCc3ccc(F)c(F)c3)cccn2c1N(C)C(=O)CCC1CCCC1	2	25	-1	-3	.	9	-11	26	.	-11	8
CCSc1cc(C)nc2c(-c3ccccc3)c(C)nn12	-16	-10	16	-19	9	-5	-6	-18	2	-6	9
CCOc1ccccc1C(=O)N[C@H](C(=O)OCc1csc(CC(=O)Nc2ccc(C)cc2)n1)C(C)C	9	-22	5	3	9	32	-12	24	-11	-4	8
Cc1c(NC(=O)c2ccccc2N)cccc1C(=O)O	-29	-70	-59	-3	0	-13	-62	-65	-3	-59	-5
COC(=O)c1sccc1NC(=O)c1ccc(C#N)cc1	.	.	19	3	-2	21	9	-17	4	18	-18
COc1cccc(NC(=O)C2(C)CCN2Cc2ccc(SC)cc2)c1 (centres undefined)	-7	-1	-21	7	.	1	11	-2	.	-17	-8
Cc1c(C(=O)N2CCCC2)oc2c1-c1nn(CC(=O)NCCCN3CCCCC3C)cc1CC2 (centres undefined)	-5	-8	2	-2	-7	-2	-3	2	-9	-14	-6
COc1cccc(CN2CCNC(=O)C2CC(=O)NCCn2cccn2)c1OC (centres undefined)	15	-4	4	4	4	-5	20	9	9	-7	-1
CC(C)c1ccc(NC(=O)CCCN2C(=O)NC(C)(C)C2=O)cc1	-20	21	-10	-5	5	4	1	-12	-7	-19	-3
COc1cccc(C(=O)Nc2nc(-c3ccc4c(c3)OCO4)cs2)c1	-4	-2	-6	2	-3	21	-15	38	0	-13	-6
O=C1CNC(=S)N1c1nc(-c2ccccc2)cs1	-16	-15	-70	-10	-17	-9	-94	-36	-2	-95	-1
COc1cc(-c2noc(CCCC(=O)NCc3ccco3)n2)cc(OC)c1OC	1	-17	9	-6	-2	-3	-4	16	2	-14	-6
CCOC(=O)C1(C)CCN1C(=O)c1ccc(N(C)C)cc1 (centres undefined)	-1	-29	-28	-11	.	4	-2	-16	.	-8	6
COCCSc1nnc(NC(=O)c2ccco2)s1	2	-18	-44	-2	11	-18	-31	-56	-3	-11	5
O=C(COc1ccc(Cl)cc1)N1CCCCCCC1	4	21	-31	5	0	-14	-17	-17	-11	-16	-5
CCC(C)NC(=O)CNC(=S)N(Cc1ccccc1F)C1CCCCC1 (centres undefined)	-3	-25	22	3	-4	10	-9	11	8	-54	9
Cc1ccc(S(=O)(=O)NCc2ccccc2)cc1C(=O)N(C)Cc1ccccc1F	-19	25	7	3	-12	-15	3	-2	-8	-6	-12
Nc1cc(=O)[nH]c(SCC(=O)N2CCCC2)n1	13	17	16	3	1	5	28	-2	-4	-11	-12
Cn1c(=O)[nH]c(=O)c2c1nc(Sc1nc3ccccc3s1)n2Cc1ccccc1	7	-1	-16	3	-18	-8	-15	.	-3	-3	15
NNC(=O)c1nnsc1-c1csnn1	-35	-39	-30	3	1	-21	-5	-3	-9	-27	-5
Cc1ccc(-c2nc3ccccc3s2)cc1S(=O)(=O)N1CCCC1	.	.	-20	1	-10	3	-52	-2	0	-27	1
COc1ccc(NC(=O)C2C3CCC(C3)C2C(=O)O)cc1OC (centres undefined)	7	15	7	7	-10	2	12	0	1	-4	-7
CCOc1ccccc1NC(=O)C1CCC(CNc2c(N3CCOCC3)c(=O)c2=O)CC1 (centres undefined)	0	-4	0	5	-16	6	2	-2	1	-16	20
CC(C)(C)NC(=O)C1c2ccccc2Oc2ccccc21	23	-12	-4	-2	11	8	3	7	-1	14	-4
CCN(C(=S)Nc1cccc2ccccc12)c1ccccc1	-5	-1	-15	-55	0	83*	0	31	4	-12	-5

Only part of the results is shown, so the mix of outcomes need not match the whole.
